# Polio RdRp inh – poliovirus RNA polymerase inhibition | poliovirus polymerase elongation, fluorescence polarization; active compounds read low | P03300 | % elongation, % (compound at 16.7 µg/mL) | hit rate 0.66% among 150,000; in the data active = % elongation below about 90%; also: some results filed as inactive read as strong as hits
# Target sequence (P03300 1749-2209 limits assumed): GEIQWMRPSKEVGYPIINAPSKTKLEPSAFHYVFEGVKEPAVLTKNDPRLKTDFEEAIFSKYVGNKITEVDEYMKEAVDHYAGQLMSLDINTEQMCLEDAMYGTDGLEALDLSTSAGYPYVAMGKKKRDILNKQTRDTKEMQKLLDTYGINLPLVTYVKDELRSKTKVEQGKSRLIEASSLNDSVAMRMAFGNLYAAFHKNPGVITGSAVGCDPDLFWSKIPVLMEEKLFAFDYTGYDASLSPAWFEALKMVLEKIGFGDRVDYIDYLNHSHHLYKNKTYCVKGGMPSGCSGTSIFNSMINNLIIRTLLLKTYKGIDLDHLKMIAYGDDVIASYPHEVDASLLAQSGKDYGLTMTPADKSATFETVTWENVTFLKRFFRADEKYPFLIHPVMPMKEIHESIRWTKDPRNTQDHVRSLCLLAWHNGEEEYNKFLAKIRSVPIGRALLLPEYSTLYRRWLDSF
# Polio RdRp inh FP z-score – further read-out of Polio RdRp inh, marked with its call; z-score; measured here: FP z-score; hits read low
# Active calls of the source: *.
# Second line of a record – Polio RdRp inh	Polio RdRp inh FP z-score
1	Nc1ccc(S(=O)(=O)N2CCCCC2c2cccnc2)cc1 (stereo unspecified)
    103	0.4
2	CC1(C)CC(NC(=O)Cc2ccc(Cl)cc2)CC(C)(C)N1
    102	0.2
3	Cc1nc(-c2ccccc2)sc1-c1nnc(-c2cccc3ccccc23)o1
    104	-0.1
4	COc1ccc(-n2c(=O)c3ccc(C(=O)NCc4ccc(C)cc4)cc3n(Cc3ccc(Cl)cc3)c2=O)cc1
    104	0.1
5	CC(=O)Nc1ccc(C(=O)CSc2nc3ccccc3c(=O)n2CC2CCCO2)cc1 (stereo unspecified)
    100	-0.3
6	COc1ccc(-c2cc(C(F)(F)F)nc(SCC(=O)Nc3cn(C)nc3C)n2)cc1OC
    99	-0.5
7	O=C(Nc1ccc(F)cc1F)c1ccc(CN2CC(=O)N3CCCCC3C2=O)cc1 (stereo unspecified)
    110	1.2
8	COC(=O)c1cc(OC)c(Br)c(OC)c1
    102	0.1
9	N#CCc1cn(-c2ccccc2)nc1-c1ccccc1
    100	-0.6
10	CC[n+]1oc(-c2ccccc2)cc1C
    101	-0.2
11	Cc1ccc(S(=O)(=O)/C(C#N)=C/c2ccc(-c3ccc(Cl)cc3)o2)cc1
    85	-3.2
12	O=C(CC1Sc2ccccc2NC1=O)OCc1nnc(-c2ccccc2)o1 (stereo unspecified)
    104	-0.3
13	O=C(Cc1cn2ccsc2n1)Nc1ccccc1
    101	-0.3
14	CC(C)(C)c1nc(N2CCN(C(=O)c3ccco3)CC2)c2nnn(Cc3ccccc3Cl)c2n1
    103	0.1
15	COc1ccc(CCNC(=O)C2(c3cccs3)CCOCC2)cc1OC
    111	0.8
16	CC(C)S(=O)(=O)c1cscc1NC(=O)Nc1ccccc1
    102	-0.8
17	O=C(Cc1ccccc1)N1CCN=C1SCc1ccccc1
    103	0.6
18	CSc1nc(C)cc(Oc2ccccc2)n1
    101	0.1
19	Cc1nn(C)c(=O)c2noc(/C=C/c3ccsc3)c12
    102	0.1
20	CCNC(=S)N1CCN(CC(=O)Nc2cc(Cl)cc(Cl)c2)CC1
    101	0.2
21	COc1ccc(-c2noc(CNC(=O)/C=C/c3ccc(OC)c(OC)c3)n2)cc1
    102	0
22	CCCCN=C1CCCc2ccccc2N1
    100	0.3
23	CC(C)=CCC(C)(C)C1OCCN1C(=O)Nc1ccccc1 (stereo unspecified)
    101	-0.1
24	Nc1nc(=O)c2cccnc2s1
    101	-0.1
25	O=C(N/N=C/c1ccccc1Cl)c1ccc(=O)[nH]n1
    103	0.2
26	O=C(Nc1ccc2[nH]c(=O)[nH]c2c1)NC1CCCCC1
    90*	-1.2*
27	N#CCC(c1ccccc1)C(C#N)c1ccc(Br)cc1 (stereo unspecified)
    109	0.6
28	Cc1nn(-c2ccc(N3CCCC3)nn2)c(C)c1CCC(=O)N1CCN(c2ccccc2)CC1
    103	-0.6
29	COc1ccccc1NC(=O)c1c(NC(=O)COc2ccccc2)sc2c1CCCCC2
    106	0.4
30	CC(C)NC(=O)C(C)N1CCN(S(=O)(=O)c2ccc3ccccc3c2)CC1 (stereo unspecified)
    97	-0.9
31	Cc1ccccc1C(=O)Nc1cccc(OCc2cc(=O)n3c4c(sc3n2)CCCC4)c1
    98	-1.8
32	O=C(NCc1ccccc1)c1ccc2c(=O)n3nc(Nc4ccccc4)sc3nc2c1
    98	-1.2
33	Cc1ccccc1NC(=O)Cn1c(=O)n(Cc2ccccc2)c(=O)c2c(C)c(C)sc21
    108	0.5
34	CCN1C(=O)c2cccc3c(S(=O)(=O)N4CCc5ccccc54)ccc1c23
    100	-0.3
35	COC(=O)C1=C(C)NC2=C(C(=O)c3ccccc32)C1c1ccc(O)c(OC)c1 (stereo unspecified)
    100	-0.3
36	O=C(Sc1ccc(Cl)cc1Cl)c1csc(-c2ccc3nonc3c2)n1
    100	-0.7
37	CC(=O)N1CCc2cc(C(O)CN3CCN(c4cc(Cl)ccc4C)CC3)ccc21 (stereo unspecified)
    100	0
38	COc1ccc(O)c(C=Nc2ccccc2)c1
    101	-0.4
39	O=S(=O)(NCC(c1ccco1)N1CCOCC1)c1ccc(Cl)cc1 (stereo unspecified)
    116	1.9
40	CCN1C(=O)/C(=C2\C=Cc3ccccc3N2CC)SC1=S
    105	1.2
41	CCCCNc1nnc(SC(C)C(=O)NC(=O)NC)s1 (stereo unspecified)
    101	-0.2
42	COc1cccc(NC(=O)Cn2c(=O)n(-c3ccc(CC(=O)NCC4CCCO4)cc3)c(=O)c3ccccc32)c1 (stereo unspecified)
    105	-0.4
43	Cn1c(SCc2ccccc2)nnc1C1CCCN(CC(=O)Nc2ccc3c(c2)OCO3)C1 (stereo unspecified)
    103	0.2
44	COCCNC(=O)C1CCN(c2nc3ccccc3nc2C(F)(F)F)CC1
    111	0.9
45	CC1CCN(C(=O)c2cc(-c3ccc(Cl)cc3)on2)CC1
    107	0.5
46	CC(C)NC(C)(C)C#N
    100	-0.3
47	Cc1scc(C(=O)NCC2CCCCC2)c1C
    100	0.1
48	COC(=O)[C@@H](Cc1c[nH]c2ccccc12)NC(=O)c1ccc2nc[nH]c2c1
    104	0.4
49	Oc1ccccc1-c1nc(N2CCCCCC2)c2ccccc2n1
    102	0
50	CCOC(=O)c1ccc(N2C(=O)c3[nH]nc(-c4ccc(OC)cc4)c3C2c2ccccc2Cl)cc1 (stereo unspecified)
    113	1.5
51	CCC(SC1=N/C(=C/c2ccccc2)C(=O)N1c1ccccc1)C(=O)Nc1cc(C)on1 (stereo unspecified)
    101	0.3
52	N#Cc1c(NC(=O)CCSc2nnc3ccccn23)sc2c1CCCC2
    104	0.5
53	O=C(Nc1cccnc1)Nc1c[nH]c2c(Cl)cccc2c1=O
    106	0.8
54	CC1=C(C(=O)Nc2ccc(C)cc2C)C(c2sccc2C)n2ncnc2N1 (stereo unspecified)
    107	0.1
55	Cc1c(OCc2ccc(Cl)cc2Cl)ccc2c1OC(C)(C)CC2=O
    102	-0.2
56	CCC(=O)/C(C)=C/c1ccco1
    99	-0.4
57	CCOc1ccc(CNc2ccc(O)cc2)cc1
    96	-2.1
58	CCOc1ccc(-c2cccc(NS(=O)(=O)N(C)C)c2)nn1
    103	1.3
59	COc1cc(-c2nn(CCC(N)=O)cc2/C=C(\C#N)C(=O)O)ccc1OC(F)F
    103	0.1
60	Cc1cccc(OCCSc2nc3ccccc3n2CC(=O)N2CCOCC2)c1C
    110	0.4

# In a second layout: entries from further up
item | SMILES | Polio RdRp inh | Polio RdRp inh FP z-score
52 | N#Cc1c(NC(=O)CCSc2nnc3ccccn23)sc2c1CCCC2 | 104 | 0.5
39 | O=S(=O)(NCC(c1ccco1)N1CCOCC1)c1ccc(Cl)cc1 (stereo unspecified) | 116 | 1.9
53 | O=C(Nc1cccnc1)Nc1c[nH]c2c(Cl)cccc2c1=O | 106 | 0.8
42 | COc1cccc(NC(=O)Cn2c(=O)n(-c3ccc(CC(=O)NCC4CCCO4)cc3)c(=O)c3ccccc32)c1 (stereo unspecified) | 105 | -0.4
45 | CC1CCN(C(=O)c2cc(-c3ccc(Cl)cc3)on2)CC1 | 107 | 0.5
48 | COC(=O)[C@@H](Cc1c[nH]c2ccccc12)NC(=O)c1ccc2nc[nH]c2c1 | 104 | 0.4

# (more compounds)
# Second line of a record – Polio RdRp inh	Polio RdRp inh FP z-score
61	Cc1ccccc1-c1nnn(CC(=O)N2N=C(c3ccc(Cl)cc3)CC2c2ccco2)n1 (stereo unspecified)
    103	-0.3
62	S=C(NCCN1CCOCC1)N/N=C/c1ccccc1
    106	0.4
63	COc1ccc(S(=O)(=O)N2CCC(NC(=O)NCCC(C)C)CC2)cc1
    103	0.9
64	COC(=O)c1c[nH]n2c(=O)c3c(nc12)CCC3
    102	-0.8
65	O=C1/C(=N\O)CCc2c1no[n+]2[O-]
    97	-1.6
66	O=C1N[C@H](C(=O)O)C1Cc1ccccc1 (stereo partly specified)
    99	-0.2
67	Cc1ccc(S(=O)(=O)N2CCC[C@H]2C(=O)OCc2c(C)noc2C)cc1
    103	0.1
68	CC1(C)CCCC2=C1CC1C(=O)N(O)C(=O)C1C2 (stereo unspecified)
    99	-1.1
69	CC(C(=O)OCC(=O)c1ccc2c(c1)OCCO2)N1C(=O)c2ccccc2C1=O (stereo unspecified)
    103	0.1
70	CCN(C(=O)CSc1nnc(C(F)(F)F)n1C)C1=CCCC1
    106	0.4
71	COc1ccc(C(=O)O)cc1Nc1nc2ccc(C)cc2n2cnnc12
    107	0.9
72	CCOc1ccc2ccc(=O)oc2c1
    108	0.5
73	Cc1ccc(S(=O)(=O)N(C2CCCC2)S(=O)(=O)c2ccc(Br)s2)cc1C
    101	-0.1
74	O=C(Nc1ccc(C(F)(F)F)cc1Cl)c1ccc(Cn2cc(Br)cn2)o1
    102	0.2
75	Cn1c(CSCc2ccccc2)c(C#N)c2ccccc21
    107	0.4
76	CN1/C(=C\C(=O)CN2C(=O)NC3(CCc4ccccc43)C2=O)C(C)(C)c2ccccc21 (stereo unspecified)
    151	6.5
77	O=C(Cn1nc(-c2ccc(Cl)cc2)c2ccccc2c1=O)NCCN1CCOCC1
    100	-0.5
78	CCCCn1c(SCc2ccccc2C#N)nc2c(sc3ccccc32)c1=O
    105	-0.5
79	O=C(CSc1nncs1)N1CCN(C(=O)CSc2nncs2)CC1
    94	-0.6
80	Cc1ccc(C)n1NC(=O)c1ccc(O)cc1
    101	-0.2
81	Cc1ccc(SC(C)C(=O)Nc2ccc(CC#N)cc2)cc1 (stereo unspecified)
    101	0.3
82	CC1CCc2c(sc3nnn(Cc4ccc(F)cc4)c(=O)c23)C1 (stereo unspecified)
    106	0.2
83	CN(C)c1ccc(C(=O)OCC(=O)c2cccs2)cc1
    103	0
84	CC(C)(C)n1nnnc1CN1CCC(NC(=O)Nc2ccc(F)cc2)CC1
    105	0.7
85	Cc1ccsc1CN(C(=O)COc1ccc(Cl)cc1)C1CCS(=O)(=O)C1 (stereo unspecified)
    125	0.7
86	O=C(CSc1nc2c(c(C(F)(F)F)n1)CCCC2)Nc1ccccc1
    101	0.1
87	Cc1cc(=O)oc2c1ccc1oc(/C(=N/O)c3ccccc3)c(C)c12
    103	0.2
88	CCC(=O)N1CCc2cc(S(=O)(=O)NC(C(=O)NCCc3ccc(OC)c(OC)c3)C(C)C)ccc21 (stereo unspecified)
    100	-0.6
89	O=C(CNC(=O)c1ccccc1)N=Nc1c(O)[nH]c2ccccc12
    102	0
90	O=C(CSc1nc2cc3ccccc3cc2[nH]1)Nc1ccc(F)cc1
    104	0.1
91	Cc1nc2cccnc2n1CCNC(=O)Nc1cccc2ccccc12
    101	-0.1
92	Cc1ccccc1NC(=O)Cc1ccccc1
    103	-0.1
93	CCn1c(SCC(=O)c2ccc([N+](=O)[O-])cc2)nnc1-c1ccc(Cl)cc1
    108	0.7
94	Cc1ccccc1-n1ncc2c(=O)n(CCN3CCCCC3)cnc21
    101	-0.5
95	CN(c1ccccc1C(=O)NCC1CCCO1)S(C)(=O)=O (stereo unspecified)
    102	0
96	COCCCNC(=O)c1ccc(Cn2c(=O)c3cccn3c3cccnc32)cc1
    111	0.9
97	CCOC(=O)N1CCN(C(C)=C2C(=O)c3ccccc3C2=O)CC1
    100	-0.4
98	O=C(CSc1cn(CC(=O)N2CCCCCC2)c2ccccc12)Nc1ccccc1F
    106	-0.9
99	N#Cc1cccc2cccc(Sc3ccccc3)c12
    97	-0.9
100	COc1ccc(Cn2c(SCc3cccc(C(F)(F)F)c3)nc3ncccc3c2=O)cc1
    104	1.3
101	O=C(C1=C(N2CCCCC2)c2ccccc2S(=O)(=O)N1)c1ccccc1
    100	-0.5
102	COc1cc2ccccc2cc1C(=O)NC(C)Cc1ccccc1 (stereo unspecified)
    103	0
103	COc1ccc(S(=O)(=O)N2CCc3ccccc32)cc1C(=O)NCC(c1ccco1)N1CCCC1 (stereo unspecified)
    102	-0.1
104	CCCNC(=O)c1ccc2c(c1)N=C(CCC)c1ccccc1S2
    112	0
105	CCOc1ccc(CCNC(=O)C2c3ccccc3C(=O)N3CCc4ccccc4C23)cc1OCC (stereo unspecified)
    100	-0.9
106	CCOC(=O)c1oc2c(c1C)-c1nn(Cc3c(F)cccc3Cl)cc1CC2
    106	-0.4
107	CCS(=O)(=O)c1ccc2oc(SCC(=O)N3c4ccccc4CC3C)nc2c1 (stereo unspecified)
    96	-0.9
108	FC(F)(F)C1=CC(c2ccccc2)=NCCN1
    102	-0.1
109	CCN1CCN(C(=O)C2CCN(Cc3cc(Cl)ccc3O)CC2)CC1
    99	-0.6
110	CCCOc1ccc(NC(=O)CC2C(=O)N(c3ccc(OC)cc3)C(=O)N2CCc2ccncc2)cc1 (stereo unspecified)
    109	0.2
111	NS(=O)(=O)c1ccc(CCNC(=O)CCCCCn2c(=O)[nH]c3ccccc3c2=O)cc1
    100	-1.1
112	OC[C@H]1O[C@@H](OCc2ccccc2)[C@H](O)[C@@H](O)[C@@H]1O
    106	0.2
113	CCOC(=O)c1cc(S(=O)(=O)N2CCN(c3ccc(C(C)=O)cc3)CC2)[nH]n1
    104	-0.6
114	CC(C)N(CC(N)=O)C(=O)Cc1coc2cc3c(cc12)CCC3
    106	0.5
115	COc1cccc(OC)c1C(=O)NN
    103	-0.1
116	CCCN(C(=O)Cc1nc(-c2ccc(OC)cc2)no1)c1ccccc1C
    104	-0.3
117	Cc1c(C(=O)Oc2ccc(Cl)cc2)n(C)oc1=O
    98	-1.4
118	O=C(Nc1cccnc1Cl)c1cc(-c2ccc(Cl)cc2)on1
    109	0.9
119	CC(=O)OCc1ccc(C(=O)Nc2nccs2)cc1
    101	-0.2
120	Cc1c(C(=O)NC2CCCC2)oc2ccc(S(=O)(=O)N(C)C3CCCCC3)cc12
    106	0.8

# Continued:
# Second line of a record – Polio RdRp inh	Polio RdRp inh FP z-score
121	CC(C)OC(NC(=O)c1ccccc1)(C(F)(F)F)C(F)(F)F
    102	0.2
122	Cc1noc2ncnc(N3CCN(c4ccccc4F)CC3)c12
    103	-0.1
123	CC1(C)Oc2ccc3ccc(=O)oc3c2/C(=C/N2CCCCC2)C1=O
    103	0.3
124	Cc1nc2c(C(=O)NCc3ccccc3Cl)c[nH]n2c(=O)c1Cl
    101	0.3

# Complete entries, quoted from the list.
# `Cc1noc2ncnc(N3CCN(c4ccccc4F)CC3)c12` across the screens: Polio RdRp inh = 103; Polio RdRp inh FP z-score = -0.1
# `Cc1nc2c(C(=O)NCc3ccccc3Cl)c[nH]n2c(=O)c1Cl` across the screens: Polio RdRp inh = 101; Polio RdRp inh FP z-score = 0.3

# Screens as filed in PubChem BioAssay.

# The list is partial (hit frequency here may not be typical).
